High-throughput results from PubChem.
Polio RdRp inh – poliovirus RdRp elongation inhibitors, primary screen, biochemical, fluorescence polarization, total intensity. poliovirus polymerase elongation; hits give low values. 150,000 compounds, 0.66% hits. Genome polyprotein (Poliovirus type 1 (strain Mahoney)), P03300. AID 588519, 2011. % elongation, % (compound at 16.7 µg/mL); in the data active = % elongation below about 90%; note: some results filed as inactive read as strong as hits
Target sequence (P03300 1749-2209 limits assumed): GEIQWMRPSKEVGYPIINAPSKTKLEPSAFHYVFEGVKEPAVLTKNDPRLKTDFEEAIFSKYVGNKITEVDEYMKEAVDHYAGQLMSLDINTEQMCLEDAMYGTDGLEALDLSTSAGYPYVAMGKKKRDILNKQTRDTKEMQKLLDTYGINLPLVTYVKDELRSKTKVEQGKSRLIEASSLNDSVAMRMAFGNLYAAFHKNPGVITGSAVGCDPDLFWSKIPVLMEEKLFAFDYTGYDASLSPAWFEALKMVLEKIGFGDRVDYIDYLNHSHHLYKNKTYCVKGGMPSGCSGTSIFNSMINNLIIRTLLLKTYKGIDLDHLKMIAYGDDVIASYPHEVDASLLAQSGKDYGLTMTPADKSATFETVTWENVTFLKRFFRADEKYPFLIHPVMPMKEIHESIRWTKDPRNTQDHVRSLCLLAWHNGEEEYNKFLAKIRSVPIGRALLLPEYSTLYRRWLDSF
Polio RdRp inh FP z-score – second read-out of Polio RdRp inh, no call of its own (marks repeat the call); z-score; measured here: FP z-score; hits read low
Starred values were filed as active, the others as inactive; & = joins results of further samples. Only part of the results is shown, so the mix of outcomes need not match the whole.

Compound	Polio RdRp inh FP z-score	Polio RdRp inh
O=C(NCC1CC1)Nc1c[nH]c2ccccc2c1=O	-0.2	101.0
CCOC(=O)C1CCN(C(c2ccc(C)cc2)c2c(O)cc(C)n(CCOC)c2=O)CC1 (stereo not drawn)	0.6	111.0
CCn1nc(CCC(=O)O)c2ccccc2c1=O	-0.6	99.0
CCN(CCO)c1ccccc1	0.2	103.0
CCC(=O)N1CCc2cc(CNC(=O)c3ccc(OC)cc3)ccc21	-0.4	105.0
CCOC(=O)/C(C#N)=C\c1ccc(Br)s1	-0.5	100.0
OC1(c2ccccc2)CCNC1 (stereo not drawn)	0.1	102.0
CCOC(=O)c1c(NC(=O)C2C(C)(C)C2(C)C)sc2c1CCC2	0.8	111.0
Cc1ccc(NC(=O)C2CCN(C(=O)c3cnn(-c4ccccc4)c3-n3cccc3)CC2)cc1Cl	-0.1	107.0
Cc1ccc2cc(CN(CC3CCCO3)C(=O)C3CCC3)c3nnnn3c2c1 (stereo not drawn)	1.9	105.0
CCN(CC)CCN=Cc1c(O)n(-c2ccccc2Cl)c(=O)c2ccccc12	-0.2	101.0
CN(C)c1ccc(/C=N/NC(=S)NC(C)(C)C)cc1	-0.8	98.0
Cc1noc(C)c1COc1cccc(C(=O)N2CCCSC2=Nc2ccccc2)c1	0.5	106.0
Cc1cccc(C(=O)N(C(=O)c2cccc(C)c2)c2nnnn2C)c1	1	104.0
Cc1cc(C)c(NC(=O)c2sc3nc(C)cc(C)c3c2N)c(C)c1	-0.3	104.0
CCOC(=O)c1cc(C(C)(C)C)nc(OC(=O)N(C)C)c1C#N	0.3	107.0
C=CCn1c(O)c(C2=c3ccccc3=NC2=O)c2ccccc21	0	100.0
COc1ccccc1Nc1ncc(C(=O)N(C)c2ccc(Cl)cc2)c2ccccc12	0.1	101.0
COc1ccc(-c2csc(-c3cccs3)n2)cc1OC	-0.2	99.0
CCC(Sc1nc2ccncc2[nH]1)C(=O)N(CC)c1ccccc1 (stereo not drawn)	-0.6	100.0
COc1c2c(nc3ccccc13)OC(C(C)(O)COC(C)=O)C2 (stereo not drawn)	0.4	102.0
C[C@@H]1CN(C2CCC(C#N)(c3ccc(F)cc3)CC2)CC[C@]1(C(=O)O)c1ccccc1 (stereo partly drawn)	0.2	100.0
CSc1nnc2c(n1)[nH]c1ccccc12	-0.1	100.0
COc1cccc(C2NC(=O)NC(C)=C2C(=O)c2ccccc2)c1 (stereo not drawn)	-0.4	101.0
C#CCNc1cc(Cl)ccc1Cl	0	101.0
CCN(Cc1ccccc1)Cc1c(O)ccc2c(=O)c(-c3ccccc3Cl)c(C(F)(F)F)oc12	-1	102.0
COc1ccc(-c2nc(SCC(=O)NC3CCCC3)c(-c3ccc(C)cc3)[nH]2)cc1OC	-1.2	108.0
COc1c(NC(C)=O)oc2ccccc12	0.2	102.0
CCN(CC)S(=O)(=O)c1ccc(C(=O)Nc2nc3c(Cl)cc(Cl)cc3s2)cc1	0.4	109.0
CC(C)(C)N(Cc1ccccc1)C(=O)COc1ccccc1	-0.4	100.0
CCOC(=O)CSc1nnc(Cc2ccc(OCC)cc2)n1C	0.4	102.0
O=C(O)CCN(Cc1ccccc1)S(=O)(=O)c1cccc(C(F)(F)F)c1	0	102.0
CC1=CC2=NC(=O)/C(=C\c3ccco3)C(=N)N2O1	-1	99.0
CC1(C)CC(=NO)CC(C)(C)[NH+]1[O-] (stereo not drawn)	-0.2	99.0
Cc1ccc(C)c(Cc2c(C)nc3c(C(=O)NC4CC4)cnn3c2C)c1	-0.5	100.0
COc1ccc(OC)c(NC(=O)CCNS(=O)(=O)c2cccc3nonc23)c1	0	100.0
Cc1nn(-c2ccccc2)c(C)c1COC(=O)c1ccc(S(=O)(=O)N(C)C)cc1	-0.2	101.0
C=CCN(CC=C)S(=O)(=O)c1ccc(C(=O)N2CC(C)CC(C)C2)cc1 (stereo not drawn)	-0.7	99.0
Clc1nncc2ccccc12	-0.2	100.0
O=C(NCc1ccccc1)C1CCC(Cn2c(=S)[nH]c3ccccc3c2=O)CC1 (stereo not drawn)	0.7	105.0
CC(=O)N1CCc2c(sc3c2c(=O)n(-c2ccccc2Cl)c(=O)n3C)C1	-0.5	104.0
O=C(Nc1c(C(=O)N2CCOCC2)cnn1-c1ccccc1)c1ccccc1F	0.2	103.0
Cc1ccc(-n2nc3cc(C)c(NC(=O)COc4ccccc4)cc3n2)cc1	0.1	103.0
O=C(CSc1nnnn1C1CCCC1)NC1CCCc2ccccc21 (stereo not drawn)	0.4	106.0
COc1ccc(NC(=O)Nc2cccc(C)n2)c(OC)c1	-0.1	108.0
CCOc1cc(CNCc2nnc3ccccn23)ccc1OCC(=O)N1CCCCC1	-0.4	101.0
CCCc1cc(=O)n2[nH]c(NCc3c(F)cccc3Cl)nc2n1	-0.2	113.0
CC(C)CC(=O)NC(=S)N1CCCCCC1	-0.4	100.0
CCN(CC)C(=O)c1sc2c(c1C)c(=O)n(CCc1ccccc1)c(=O)n2Cc1ccc(C)cc1	1	110.0
COc1cc(/C=C(\C#N)c2nc3ccccc3[nH]2)ccc1OCc1ccccc1F	0.1	106.0
COC(=O)c1ccccc1NC(=O)CC1Nc2ccccc2NC1=O (stereo not drawn)	-1.6	97.0
Cc1oc2c(Cl)c(Cl)c(O)c(CN(C)C)c2c1C(=O)c1ccc(Cl)cc1	0	100.0
Cc1ccc(C2CCN(C(=O)Nc3ccc(C)c(C)c3)C2)cc1 (stereo not drawn)	-0.9	100.0
Cc1cccc(-c2nnc(CSc3nnc(C4CC4)n3-c3ccccc3)o2)c1	0.6	108.0
COc1ccc(CNC(=O)c2cc3c(=O)n(C)c4ccccc4c3n2C)c(OC)c1	0.6	109.0
O=S(=O)(NC1CC1)c1cccs1	-1.1	98.0

Next part
Compound	Polio RdRp inh FP z-score	Polio RdRp inh
ClCc1nnc(-c2ccccc2)o1	-0.4	98.0
Cc1ccc(CNC(=O)NCc2c(C)nn(C)c2C)cc1	0.9	102.0
CC[C@@]1(O)C(=O)OCc2c1cc1n(c2=O)-c2cc3ccccc3nc2C1	0.6	103.0
Clc1ccc(COn2nnc3ccccc32)cc1	1.4	103.0
Cc1ccccc1NC(=O)CSCc1ccccc1	-0.3	100.0
CCC1(C)NC(=O)N(/N=C/c2ccc(OCC(=O)N3CC(C)OC(C)C3)c(OC)c2)C1=O (stereo not drawn)	-0.7	100.0
CCc1ccc(S(=O)(=O)c2cn(Cc3ccccc3)c3cc(N4CCCC4)c(F)cc3c2=O)cc1	0.3	109.0
O=C(Cc1ccccc1Cl)Nc1ccccn1	0.6	102.0
N#CC1=C(N)OC2=C(C(=O)CCC2)C1c1ccccc1C(F)(F)F (stereo not drawn)	0.3	102.0
NC(=O)COC(=O)CSc1ccc(Cl)cc1	-0.4	100.0
CC1=C(c2ccc(C)c(C)c2)S(=O)(=O)N(Cc2ccc(C(=O)Nc3cc(F)ccc3F)cc2)C1=O	0	106.0
Cc1nn(CCCC(=O)NCc2ccc(F)cc2)c(=O)c2c1sc1ccccc12	0.5	116.0
COc1ccc(-n2nnnc2C2CCN(S(=O)(=O)c3cccc(Cl)c3C)CC2)cc1	1.7	115.0
CCOC(=O)c1c(NC(=O)c2cc(-n3cnnc3)ccc2Cl)sc2c1CCCC2	-0.5	99.0
CC1CCN(C(=O)C(C)NCc2ccc(F)cc2)CC1 (stereo not drawn)	-0.6	101.0
FC(F)(F)c1cccc(-n2c(Cn3nnc(N4CCOCC4)n3)n[nH]c2=S)c1	0.6	107.0

Whole records, quoted from the list:
CC1CCN(C(=O)C(C)NCc2ccc(F)cc2)CC1 (stereo not drawn) is listed with Polio RdRp inh FP z-score: -0.6; Polio RdRp inh: 101.0
COc1ccc(-n2nnnc2C2CCN(S(=O)(=O)c3cccc(Cl)c3C)CC2)cc1 is listed with Polio RdRp inh FP z-score: 1.7; Polio RdRp inh: 115.0

Further entries:
Compound	Polio RdRp inh FP z-score	Polio RdRp inh
CN(C(=S)NC(=O)c1ccccc1)c1ccc(OC(F)(F)F)cc1	-0.7	98.0
Cc1ccc(NC(=O)Cn2c(=O)ccc3cc(S(=O)(=O)N4CCCC4)ccc32)cc1N(C)C	0.5	110.0
Cc1ccc(S(=O)(=O)N2CCN(S(=O)(=O)c3ccc(C)cc3)C2)cc1	0	101.0
CCCCCn1c(N)c(C#N)c2nc3ccccc3nc21	-0.4	95.0
Cc1cc(OCC(=O)NN)no1	0.6	107.0
Cc1cc(C)c(NC(=O)CCN2C(=O)c3ccccc3Sc3ncccc32)c(C)c1	-0.3	105.0
Fc1ccccc1CN1CCC(CNc2nc(-c3ccccc3)no2)CC1	1.2	103.0
CCOC(=O)c1c(C)n(Cc2ccccc2)c2ccc(OC(C)=O)cc12	0.5	104.0
NS(=O)(=O)c1ccc(CNC(=O)C23CC4CC(CC(C4)C2)C3)cc1	0.7	103.0
COc1ccc(-c2nc(SCC(=O)N3CCCCC3C)n[nH]2)cc1 (stereo not drawn)	-0.1	108.0
COc1ccc(N2CC(NC(=O)C(=O)c3c[nH]c4ccccc34)CC2=O)cc1 (stereo not drawn)	1.1	112.0
O=C(NCSc1nc2ccccc2o1)c1cc2ccccc2o1	-0.1	98.0
O=S(=O)(CCSc1ccccc1)c1ccccc1	-0.2	104.0
O=C(Nc1ccccc1)OCCCc1ccccc1	0.1	102.0
O=C(COc1ccc(-c2nnco2)cc1)Nc1cc(C(F)(F)F)ccc1-n1cncn1	0.5	112.0
Cc1ccc2onc(CC(=O)Nc3ccc(C(C)C)cc3)c2c1	0.8	110.0
COc1ccc(-n2c(C)nc3c(cnn3-c3ccc(C)c(C)c3)c2=O)cc1Cl	0.1	109.0
COc1cc(C)c(S(=O)(=O)n2ccnc2)cc1C(C)C	-0.4	101.0
CC1=C(C)C(=O)C(N2CCOCC2)=CC1=O	-0.4	95.0
Nc1nonc1/C(=N/O)N1CCCC1	0	101.0
CN(C(=O)CSc1nc(-c2ccccc2)cc(-c2ccco2)c1C#N)c1ccccc1	0.1	102.0
O=C(c1ccccc1)N(c1ccccn1)c1ccccn1	0.2	103.0
O=C(Nc1ccc(C(=O)OCc2cc(=O)n3nc(C4CC4)sc3n2)cc1)c1cccc(F)c1	1.4	112.0
CCc1cccc2c1NC1(CCCC1)CC2C (stereo not drawn)	-0.6	100.0
CCCC1O[C@@H]2CC3C4CCC5=CC(=O)C=CC5(C)C4[C@@H](O)CC3(C)[C@]2(C(=O)CO)O1 (stereo partly drawn)	0	100.0
CC(C)(C)S(=O)(=O)c1ccccc1/C=N/O	0.8	111.0
O=C(/C=C/c1ccc(-c2ccc(F)cc2)o1)N1CCCCC1	-0.1	101.0
COC(=O)C12CC3CC(C1)C(=O)C(C3)C2	0.1	102.0
COc1cc2c(C(=O)Nc3ccc(C)cc3Br)cn(C)c(=O)c2cc1OC	-1.1	102.0
CN1C(=O)C2(NCCc3c2[nH]c2ccccc32)c2ccccc21 (stereo not drawn)	0.6	103.0
CCCCC/C=C\C/C=C\C/C=C\C/C=C\CCCC(=O)NCC(=O)O	0.2&0.4	102.0&101.0
Cc1cc(C)n(C(=O)c2ccccc2C(=O)O)n1	-0.3	100.0
CN(C(=O)Cn1c(=O)n(CCC(=O)NCCc2ccccc2)c(=O)c2ccccc21)C1CCCCC1	0.4	103.0
CC(SC(=S)N1CCOCC1)C(=O)O (stereo not drawn)	-0.6	100.0
COC(=O)c1ccc(-n2c(CCC(=O)O)ccc2-c2ccc(C)cc2)cc1	-0.1	105.0
CC1CCc2sc(-c3nnc(SCC(=O)c4ccc(NS(C)(=O)=O)cc4)o3)cc2C1 (stereo not drawn)	-0.4	100.0
O=C(C1Cc2ccccc2N1C(=O)c1ccccc1)N1CCCC1 (stereo not drawn)	1.7	104.0
Cc1nc2nc(SCC(=O)N(Cc3ccccc3)C(C)C)nn2c(C)c1Cc1ccccc1Cl	0.6	107.0
CSCc1nnc(NC(=O)c2ccc(S(=O)(=O)N(C)Cc3ccccc3)cc2)o1	-0.3	100.0
O=C(c1ccccc1)c1nc2ccccc2[nH]1	-0.2	101.0
CC(=O)OCCn1c(=O)c2ccccc2c2ccccc2c1=O	0.4	103.0
CCSc1nc(C)cc(COC)c1C#N	-0.1	101.0
CCc1nnc(SC(CC)C(=O)NCCOC)c2cc3occc3n12 (stereo not drawn)	-0.8	103.0
N=C1SCCN1CC(=O)c1ccc(O)cc1	0.3	101.0
COc1ccc(-c2nc(CNS(=O)(=O)c3ccccc3)cs2)cc1	-0.2	105.0
O=S(=O)(Nc1ccccc1Oc1ccccc1)c1ccc(-c2ccon2)s1	0.6	109.0
COc1ccc2oc(-c3ccc(C)c(NC(=O)c4ccc5c(c4)OCCO5)c3)nc2c1	0.3	106.0
CCCC12CN3CC(C)(CN(C1)C3c1c[nH]c3ccc(OC)cc13)C2=O (stereo not drawn)	1	104.0
N#Cc1cccnc1Br	1.1	106.0
CCOc1ccc(CNC(=O)CN2C(=O)CSc3c2c(C)nn3-c2ccccc2)cc1	1.3	112.0
C=CCNC(=O)C1CCN(S(=O)(=O)c2cccc3nsnc23)CC1	-0.5	97.0
N#CCCn1cc(/C=C2\N=C(c3ccccc3)OC2=O)c(-c2ccc(F)cc2)n1	-0.5	103.0
COc1ccc(CN(C(=O)c2cc3sccc3n2C)C2CC(C)(C)NC(C)(C)C2)cc1	0.1	102.0
Cn1c(=O)c2c(-c3ccc(Br)cc3)n(Cc3ccc(F)cc3)cc2n(C)c1=O	-1.8	99.0
